# Source: PubChem BioAssay
# Pf growth 48h: inhibits P. falciparum growth in the first generation, 48 h; AID 504832; 310,000 tested, 5.9% active; P. falciparum luciferase growth in erythrocytes, 48 h; Potency, µM (doses to about 28.7 µM), without a hit: at the highest dose activity change, negative = inhibition, most hits filed as inhibitors; also: potency is read from the fitted curve at half-maximal effect; % is scaled to controls: 0 for no effect and ±100 for the full control effect
#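 Luciferase-expressing P. falciparum in infected erythrocytes (2% hematocrit, 0.1% parasitemia final) in RPMI 1640/0.5% Albumax were exposed to compound for 48 hours at 37 C, 5% CO2; growth read as luminescence.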
# Pf growth 96h: P. falciparum growth inhibition at 96 hour, primary screen for plastid delayed-death inhibitors | AID 504834 | 320,000 tested, 6.9% active | P. falciparum luciferase reporter growth, 96 h | Potency, µM (titrated, usually from 28.7 µM), inactives show at the highest dose activity change, negative = inhibition, actives largely listed as inhibitors; also: potency is read from the fitted curve at half-maximal effect; % is scaled to controls: 0 for no effect and ±100 for the full control effect
#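 Plates of compound plus infected erythrocytes (2% hematocrit, 0.05% parasitemia final) incubate 96 hours, 37 C, 5% CO2. Detection reagent added; reduced luminescence from the parasites' luciferase reporter flags inhibition.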
# FBPA Giardia inh: blocks Giardia fructose-bisphosphate aldolase activity; A8B2U2; purified Giardia FBPA; Potency, µM (highest dose often 59.6 µM), for the others: at the highest dose activity, negative = inhibition, usual class: inhibitors; 290,000 tested, 0.71% active; also: potency is read from the fitted curve at half-maximal effect; % is scaled to controls: 0 for no effect and ±100 for the full control effect; nearly all actives have a fitted effect of over 55% in size
# Target sequence (A8B2U2 whole entry, looked up): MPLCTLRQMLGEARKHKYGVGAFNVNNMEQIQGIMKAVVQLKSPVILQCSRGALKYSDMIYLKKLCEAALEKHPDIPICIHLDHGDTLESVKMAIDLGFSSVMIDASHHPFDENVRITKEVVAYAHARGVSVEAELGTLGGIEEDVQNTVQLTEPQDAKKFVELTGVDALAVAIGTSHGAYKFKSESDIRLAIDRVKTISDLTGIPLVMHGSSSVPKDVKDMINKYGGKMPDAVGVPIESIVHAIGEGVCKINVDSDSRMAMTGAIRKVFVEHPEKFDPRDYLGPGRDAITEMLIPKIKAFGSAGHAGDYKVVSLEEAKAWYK
#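 Giardia FBPA (40 nM reagent) was preincubated 10 min at RT with compound (up to 57.5 uM final), then substrate plus GAPDH/TPI/NAD/arsenate coupling system with diaphorase/resazurin was added; resorufin fluorescence (525/598 nm) was read after 20 min.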
# Sm TGR inh: blocks Schistosoma mansoni thioredoxin glutathione reductase; Potency, µM (titrated, usually from 114 µM), for inactives: at the highest dose activity change, negative = inhibition, most hits filed as inhibitors; purified TGR, DTNB reduction, TNB absorbance 405 nm; AID 485364; 360,000 tested, 3% active; also: potency is read from the fitted curve at half-maximal effect; % is scaled to controls: 0 for no effect and ±100 for the full control effect; nearly all actives have a fitted effect of over 60% in size
#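 TGR 20 nM + NADPH 100 uM (dispensed conc.), cpd preinc 15 min RT; start with NADPH (500 uM addition) then DTNB (15 mM addition). Kinetic TNB absorbance, 405 nm filter. Four-parameter Hill fit across titration.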
# CHX counter: counter-screen hit for Shiga toxin inhibitors, cycloheximide | AID 2314 | cell reporter, cycloheximide protein synthesis inhibition counterscreen | max response, % | 300,000 tested, 12% active; in the data active = max response mostly above about 13%, no sharp cut-off; inactive = mostly below about 14%; also: read at 38.3 µM for the half of the compounds with a filed dose; 0% is about no effect
# Shiga inhibitor: blocks Shiga toxin action in Vero cells; Vero cells, Shiga toxin protein synthesis inhibition reporter; inhibition, % at 38.7 µM; 290,000 tested, 9.2% active; AID 2315; in the data active = inhibition mostly above about 28%, no sharp cut-off; inactive = mostly below about 43%; also: 0% is about no effect
# * hit, by the source's call; ? = inconclusive; . = no result given; & = joins results of further samples; [ ] = remark or other dose. Unless noted, calls follow the shape of the dose curve; as a rule, active = well fitted curve in the direction sought with a large enough effect; inconclusive = small, poorly fitted or top-dose-only effect, or another doubt; inactive = no such curve, though single readings can be large; an effect the other way counts as inactive or inconclusive. Outcome played no part in choosing rows. About 24% of those tested had a hit in this group.
SMILES,Pf growth 48h,Pf growth 96h,FBPA Giardia inh,Sm TGR inh,CHX counter,Shiga inhibitor
CCN1C(=O)CSc2ccc(C(=O)NCCCN3CCOCC3)cc21,9%,23%,2%,6%,7,1
COc1ccc(CNCC(O)(c2ccc(Cl)cc2)c2ccc(Cl)cc2)cc1OC,2.1µM*,1.5µM*,4%,-22%,-4,-22
CCCOc1ccccc1C1NC(=O)NC(C)=C1C(=O)OCCOC (stereo unspecified),-5%,.,6%,8%,-3,5
Cc1ccc(NC(=O)OCCN2CCN(Cc3ccccc3)CCC2=O)cc1,-17%,-51%,-1%[89.2 µM],-14%,0&-1,-18
Cc1ccc(CSCCNS(=O)(=O)c2ccc([N+](=O)[O-])cc2)cc1,-12%,26%,-4%,-3%,-3,1
CCc1nn(C(C)C(=O)N(C)Cc2ccccc2)c(=O)c2cc3occc3n12 (stereo unspecified),-9%,-18%,-7%,-31%,-2,5
COC(=O)Cc1cc(=O)[nH]c(/N=C(\N)Nc2ccccc2C)n1,-2%,-2%,-3%,-2%,-3,6
Cc1noc(C)c1COc1ccccc1C(=O)NNC(=O)C(C)Oc1ccccc1F (stereo unspecified),6%,-6%,.,3%,.,.
C(=C\c1ccccc1)/C=N/N1CCN(Cc2ccccc2)CC1,37%[activator],53%[activator],1%,36%,27*,43*
CC(C)(C)[C@@H]1CCC(=O)N(CC[C@H](Sc2ccccc2)c2ccccc2)CC1,?,?,-3%,-33%,1,6
Nc1c2c(nn1-c1ccc(F)cc1)CSC2,9%,33%[activator],-2%,-10%,-5,10
CS(=O)(=O)c1ccc2nc(NC(=O)c3cc([N+](=O)[O-])cc([N+](=O)[O-])c3)sc2c1,-8%,4%,7%,-2%,-3,.
O=C(COC(=O)c1ccc2ccccc2n1)NCc1ccccc1,0%,84%[activator],-4%,-12%,-1,6
CCCCNS(=O)(=O)NC(=O)C1=C(N2CCCC2)COC1=O,40%[activator],45%[activator],.,-9%,.,.
COc1cccc(NC(=O)CSc2nc3ccccc3c(=O)n2CCCC(=O)NCC2CCCO2)c1 (stereo unspecified),?,9.3µM*,.,-2%,-2,2
CCOC(=O)C1(Cc2ccccc2)CCCN(Cc2ccc(OCCO)cc2)C1 (stereo unspecified),?,-15%,1%,0%,-6,20
C#CCSc1nc(=O)c2cccnc2n1-c1ccc(C)cc1,?,?,-2%,-2%,-2,7
COc1ccc(Cc2nnc(SCc3ccc([N+](=O)[O-])cc3)o2)cc1,-15%,3%,-1%,6%,-3,-2
CCOC(=O)c1c(C2CCN(C(=O)OCC)CC2)nc2ccccn12,.,5.2µM*,1%,-4%,-7,4
COC(=O)c1ccc(CN2CCCC(C(=O)Nc3cccc(-n4cnnn4)c3)C2)cc1 (stereo unspecified),?,?,.,1%,-1,-11
CC(C)Sc1n[nH]c(=O)n1-c1ccccc1,20%,24%,2%,9%,-3,-7
O=C(CN1C(=O)S/C(=C\c2ccccc2F)C1=O)NC1C=CS(=O)(=O)C1 (stereo unspecified),?,?,9%,7%,-3,-4
COc1cccc(C(=O)Nc2ccc(NC(C)=O)cn2)c1,306%[activator],.,-2%,-5%,31*,65*
CN(C(=O)c1ccc(Cl)c(S(=O)(=O)N2CCOCC2)c1)c1ccccc1C(=O)O,8%,-24%,6%,-28%,1,15
CC(C)CN1CCN(Cc2ccc(Oc3ncccn3)cc2)CC1CCO (stereo unspecified),1%,4%,3%,-16%,0,9

# The closing 4 records of the part above lead into the next.
SMILES,Pf growth 48h,Pf growth 96h,FBPA Giardia inh,Sm TGR inh,CHX counter,Shiga inhibitor
O=C(CN1C(=O)S/C(=C\c2ccccc2F)C1=O)NC1C=CS(=O)(=O)C1 (stereo unspecified),?,?,9%,7%,-3,-4
COc1cccc(C(=O)Nc2ccc(NC(C)=O)cn2)c1,306%[activator],.,-2%,-5%,31*,65*
CN(C(=O)c1ccc(Cl)c(S(=O)(=O)N2CCOCC2)c1)c1ccccc1C(=O)O,8%,-24%,6%,-28%,1,15
CC(C)CN1CCN(Cc2ccc(Oc3ncccn3)cc2)CC1CCO (stereo unspecified),1%,4%,3%,-16%,0,9
Cc1ccnc(-n2sc3ccccc3c2=O)n1,.,-4%,?,-31%,11,18
O=C(NCc1ccc(C(F)(F)F)cc1)C12CN(Cc3ccccc3)CC1C(c1cccc([N+](=O)[O-])c1)=NO2 (stereo unspecified),9.3µM*,9.3µM*,-12%,4%,12,13
COc1ccc(C2(CNC(=O)/C=C\c3ccco3)CCCC2)cc1OC,12µM*,?,-14%,3.2µM*,11,13
Cn1cccc1CNCCc1ccc(F)cc1,?,-21%,-15%,-14%,-6,10
OC[C@@H]1OC(O)[C@@H](O)[C@H](O)[C@@H]1O (stereo partly specified),.,.,-3%,.,-5,-5
CCCCN(C)CCC(=O)Nc1ccc(OC)cc1OC,14%,-25%,1%,-4%,-2,-6
CCN(CC)C(=O)COc1ccc(/C(C)=N/NC(=O)c2ccccc2Br)cc1,-15%,?,-1%,4%,27,22
CCNc1ccc(S(=O)(=O)N(C)C)cc1NCC(=O)Nc1ccccc1Br,?,-5%,-4%,-7%,2,6
Cn1c(SCC(=O)Nc2ccccc2F)nnc1-c1cc2ccccc2o1,.,29%,0%,-17%,-3,-9
COc1ccc(CCC(=O)NCCc2cn3c(C)csc3n2)cc1,.,?,2%,-17%,-5,-9
Cc1cc(OCC(=O)N[C@@H](CSCc2ccccc2)C(=O)O)c2c(C)c(C)c(=O)oc2c1,?,10µM*,5%,-12%,-1,-10
Cc1occc1-c1nnc(SCC(=O)N2CCCCC2C)o1 (stereo unspecified),9%,5%,.,2%,.,.
CC1(C)C2CCC1(CS(=O)(=O)NCc1ccc(S(N)(=O)=O)cc1)C(=O)C2 (stereo unspecified),25%,0%,-3%,2%,-5,-4
CCOC(=O)N1CCN(C(=O)c2ccc(N(C)S(C)(=O)=O)cc2)CC1,2%,10%,4%,5%,-2,-3
Cc1ccccc1N1C(=O)CC(Sc2nnc(-c3ccccc3)o2)C1=O (stereo unspecified),16%,0%,3%,2.8µM*,19*,10
CSCCC(NC(=O)c1cccc(C)c1)C(=O)OCC(=O)NC(=O)c1cccn1C (stereo unspecified),10%,20%,-11%,4%,-2,29
O=C(CSc1nnc2n1CCCN2C(=S)Nc1ccc(Cl)cc1)c1ccccc1,19%,2%,3%,-21%,14,-23
CCn1c(COc2ccc3c(c2)OCO3)nnc1SCC(=O)c1ccccc1,?,7%,-6%,?,3,18
CN1C(=O)C(C)(C)c2cc(S(=O)(=O)NCC3CCC(C(=O)NCc4ccc(F)cc4)CC3)ccc21 (stereo unspecified),-22%,?,.,0%,2,2
COC(=O)c1ccccc1NC(=O)CCCn1nc([N+](=O)[O-])c(Br)c1C,11%,-18%,-12%,-2%,4,23
COC(=O)c1ccc(NC(=O)C(=O)N2CCN(C(=S)Nc3ccccc3OC)CC2)cc1,19%,?,0%,8%,-5,1
COC(=O)C1=C(C)NC(=O)NC1c1ccsc1 (stereo unspecified),1%,-2%,1%,7%,-5,-7
CSc1ncc(/C=C2/C(=O)NC(=O)N(c3ccc(C(C)C)cc3)C2=O)cn1,-7%,-30%,6%,11µM*,-5,1
Cc1ccc(-n2c(-c3ccccc3)nnc2-c2cccs2)cc1,2%,5%,0%,4%,10,-3
N/C(=N\c1nc2ccccc2o1)NC(=O)c1cccc(Cl)c1,29%,33%[activator],2%,1%,2,33

# In a second layout: results already given
structure | Pf growth 48h | Pf growth 96h | FBPA Giardia inh | Sm TGR inh | CHX counter | Shiga inhibitor
CCOC(=O)N1CCN(C(=O)c2ccc(N(C)S(C)(=O)=O)cc2)CC1 | 2% | 10% | 4% | 5% | -2 | -3
COc1ccc(CCC(=O)NCCc2cn3c(C)csc3n2)cc1 | . | ? | 2% | -17% | -5 | -9
CCn1c(COc2ccc3c(c2)OCO3)nnc1SCC(=O)c1ccccc1 | ? | 7% | -6% | ? | 3 | 18
O=C(NCc1ccc(C(F)(F)F)cc1)C12CN(Cc3ccccc3)CC1C(c1cccc([N+](=O)[O-])c1)=NO2 (stereo unspecified) | 9.3µM* | 9.3µM* | -12% | 4% | 12 | 13
COC(=O)Cc1cc(=O)[nH]c(/N=C(\N)Nc2ccccc2C)n1 | -2% | -2% | -3% | -2% | -3 | 6
Cc1ccnc(-n2sc3ccccc3c2=O)n1 | . | -4% | ? | -31% | 11 | 18

# More entries.
SMILES,Pf growth 48h,Pf growth 96h,FBPA Giardia inh,Sm TGR inh,CHX counter,Shiga inhibitor
Cc1ccccc1NC(=S)N1CCC(C(=O)c2ccc(F)cc2)CC1,16%,-2%,2%,1%,9,17
Cc1csc(SCC(=O)NC2CCCCC2)n1,17%,.,-2%,2%,-2,-8
CCCCOC(=O)c1ccc(NC(=S)NC(=O)c2ccco2)cc1,?,12µM*,.,?,6,5
O=C(Nc1ccc(Cl)cn1)c1ccc(-c2cc(Cl)ccc2Cl)o1,8%,0%,1%,0%,-4,-25
O=C(O)CC(C(=O)O)c1ccc(OCCCCOc2ccc(C(CC(=O)O)C(=O)O)cc2)cc1 (stereo unspecified),4%,-27%,-1%,4%,-3,-8
O=C(O)c1ccccc1OP(=O)(O)O,?,?,-12%,.,.,.
CCc1ccc(N2CC(C(=O)Nc3cc(C)ccc3F)CC2=O)cc1 (stereo unspecified),1%,-3%,-4%,4%,-1,7
CSc1nc(C)cc(SC(C(C)=O)C(=O)Nc2ccccc2)n1 (stereo unspecified),52%[activator],95%[activator],8%,-29%,32*,61
Cc1c(NC(=O)CN2C(=O)c3ccc([N+](=O)[O-])cc3C2=O)c(=O)n(-c2ccccc2)n1C,31%[activator],27%,-9%,-19%,-4,7
O=C(COC(=O)c1ccccc1-n1cnnn1)c1ccc(Br)cc1,58%[activator],31%[activator],.,-6%,.,.
CCOc1ccc(NC(=O)CNC(=O)COc2ccccc2)cc1,49%[activator],10%,5%,2%,8,24
Cc1ccc(C(=O)CSc2nnc(-c3ccco3)n2Cc2ccccc2)cc1,29%,7.4µM*,-8%,-13%,22*,90

# Entries from the list above that have bromine, in the order listed:
SMILES,Pf growth 48h,Pf growth 96h,FBPA Giardia inh,Sm TGR inh,CHX counter,Shiga inhibitor
CCN(CC)C(=O)COc1ccc(/C(C)=N/NC(=O)c2ccccc2Br)cc1,-15%,?,-1%,4%,27,22
CCNc1ccc(S(=O)(=O)N(C)C)cc1NCC(=O)Nc1ccccc1Br,?,-5%,-4%,-7%,2,6
COC(=O)c1ccccc1NC(=O)CCCn1nc([N+](=O)[O-])c(Br)c1C,11%,-18%,-12%,-2%,4,23
O=C(COC(=O)c1ccccc1-n1cnnn1)c1ccc(Br)cc1,58%[activator],31%[activator],.,-6%,.,.
